# Pol iota inh = DNA polymerase iota (human) inhibition. Q9UNA4. Pol iota fluorescent replication assay, 10 min. Potency, µM (titrated, usually from 115 µM), for inactives: top-dose activity, negative = inhibition, hits mostly inhibitors. hit rate 1% among 390,000. AID 588590; also: potency is read from the fitted curve at half-maximal effect
#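 Pol iota at 10 nM preincubated 15 min with compounds at room temperature; reaction started with fluorescent substrate, 50 nM final. Fluorescence read kinetically at 0 and 10 min; buffer-only wells as negative control.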
# ERG Ets-DNA blk = inhibitors of human ERG Ets domain-DNA interaction; Potency, µM (top dose mostly 76.9 µM), without a hit: at the top dose FP activity, negative = inhibition, hits mostly inhibitors; fluorescence polarization, His-ERG Ets domain / labelled DNA; P11308; hit rate 0.028% among 370,000; active = well fitted inhibition curve with a large enough effect in the polarisation, with a control signal flat; inconclusive = small, poorly fitted or top-dose-only effect, or effect the other way, or a change in a side signal; inactive = no such curve, though single readings can be large or run the other way; the % refers to the polarisation;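 also: polarization taken with two DNA probes labelled with fluorescein and Texas red; potency is read from the fitted curve at half-maximal effect; % of control where 0% means no effect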
#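 His-tagged ERG Ets domain (1 uM in the protein solution; 300mM KCl, 50mM Tris-HCl, 1mM EDTA, 1mM DTT, pH 7.5) received compound, then a probe mix of 5 nM fluorescein-DNA and 100nM Texas-615-DNA. Fluorescence polarization was read for both dyes.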
# Anesthetic bind = candidate novel general anesthetic via apoferritin binding. P02791. Potency, µM (series often up to 77.5 µM), for inactives: at the highest dose activity change, negative = displacement, hits mostly inhibitors. hit rate 0.074% among 350,000. apoferritin/1-aminoanthracene competitive binding, fluorescence; also: potency is read from the fitted curve at half-maximal effect; % is scaled to controls: 0 for no effect and ±100 for the full control effect; nearly all actives have a fitted effect of over 20% in size
#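 Horse-spleen apoferritin (10 uM) in 50% saturated 1-aminoanthracene in PBS was incubated 10 min at room temperature with compound. Fluorescence (ex 380, em 535 nm) was normalized to free and bound 1-AMA, with concentration-response fitted by a four-parameter Hill equation.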
# POLB inh = inhibitors of human DNA polymerase beta | P06746 | Pol beta primer extension/strand displacement, fluorescence kinetic | Potency, µM (series often up to 114 µM), inactives show top-dose activity change, negative = inhibition, actives largely listed as inhibitors | hit rate 1.3% among 340,000 | AID 485314; also: potency is read from the fitted curve at half-maximal effect; % is scaled to controls: 0 for no effect and ±100 for the full control effect
#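 Pol beta (10 nM) and compounds were preincubated 15 min at room temperature, then 50 nM substrate (final) started primer extension/strand displacement. Reads were taken at 0 and 10 min; concentration-response data were fitted to a four-parameter Hill equation.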
# 12-LOX inh = ALOX12 (human) lipoxygenase inhibition | Potency, µM (top dose mostly 108 µM), inactives show at the highest dose activity change, negative = inhibition, most hits filed as inhibitors | purified 12hLO, xylenol orange hydroperoxide absorbance | P18054 | hit rate 1.1% among 580,000; also: potency is read from the fitted curve at half-maximal effect; % is scaled to controls: 0 for no effect and ±100 for the full control effect
#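 Hydroperoxide product was detected by ferrous iron/xylenol orange as the 573 to 405 nm absorbance ratio. Arachidonic acid at 40 uM (final) was turned over for 30 min at room temperature by 150 nM human 12hLO, pH 7.0 Hepes buffer, after 15 min compound preincubation.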
# TRHR agonist = agonists of human TRH receptor | P34981 | TRHR cells, calcium flux fluo-8, FDSS agonist mode | activation, % at 2 µM | hit rate 0.18% among 360,000; in the data active = activation above about 30%; also: 0% is about no effect
#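 Steps: seed TRHR cells overnight; add fluo-8 no-wash Ca dye, RT 30 min–1.5 h; record 10 s baseline; pin-transfer compounds; monitor fluorescence 1 cycle/s for the agonist window. Calcium increases flag candidate agonists.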
# Pol kappa inh = blocks human DNA polymerase kappa activity. purified Pol kappa, fluorescent DNA synthesis assay, 10 min. AID 588579. hit rate 0.53% among 400,000. Potency, µM (highest dose often 107 µM), without a hit: at the highest dose activity, negative = inhibition, hits mostly inhibitors. Q9UBT6; also: potency is read from the fitted curve at half-maximal effect; % is scaled to controls: 0 for no effect and ±100 for the full control effect
#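 First, compounds were pin-transferred onto 10 nM Pol kappa. After 15 min at room temperature, substrate was added to 50 nM final. Fluorescence was then measured kinetically at 0 and 10 min.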
# APE1 inh = blocks human APE1 abasic DNA cleavage | recombinant APE1, TAMRA/BHQ-2 abasic DNA cleavage fluorescence | Potency, µM (highest dose often 65.8 µM), inactives show at the top dose activity change, negative = inhibition, hits mostly inhibitors | hit rate 0.35% among 350,000 | AID 2517;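 also: potency is read from the fitted curve at half-maximal effect; plate controls were vehicle for no effect and reference inhibitor for full effect; nearly all actives have a fitted effect of over 55% in size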
#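 Measures dequenching upon AP-site incision of a 5'-TAMRA/3'-BHQ-2 THF-containing duplex, 50 nM; human APE1 0.75 nM after 15 min room-temperature exposure to compound; kinetic three-point read at one-minute spacing.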
# BLM helicase inh = blocks DNA unwinding by human BLM helicase; recombinant BLM DNA unwinding, fluorescence dequenching; Potency, µM (series often up to 56.1 µM), without a hit: at the highest dose activity change, negative = inhibition, usual class: inhibitors; hit rate 0.2% among 350,000;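 also: potency is read from the fitted curve at half-maximal effect; plate controls were vehicle for no effect and no enzyme for full effect; nearly all actives have a fitted effect of over 35% in size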
# * = called active by the depositor; ? = inconclusive; . = not tested or not shown; & = joins results of further samples; [ ] = another dose, or the depositor's remark. Unless noted, calls follow the shape of the dose curve; as a rule, active = well fitted curve in the direction sought with a large enough effect; inconclusive = small, poorly fitted or top-dose-only effect, or another doubt; inactive = no such curve, though single readings can be large; an effect the other way counts as inactive or inconclusive.
SMILES,Pol iota inh,ERG Ets-DNA blk,Anesthetic bind,POLB inh,12-LOX inh,TRHR agonist,Pol kappa inh,APE1 inh,BLM helicase inh
O=C(NC(=S)N1CCN(c2ccc([N+](=O)[O-])cc2Cl)CC1)c1ccco1,4%,12%,1%,35%,-14%,0.0,-2%,-1%,-1%
CCn1c(C)cc(C=C2C(=O)c3ccccc3C2=O)c1C,61%[activator],-1%,-22%,-25%,?,5.8,-12%,-2%,0%
COc1ccccc1CN1CCC2(CC1)CCN(C(=O)c1ccco1)CC2,.,.,.,.,-6%[57.4 µM],.,-9%[60.1 µM],-4%,-11%
Brc1ccc(C2NCCS2)cc1 (stereo not drawn),28%,-11%,-5%,-3%,0%,0.0,7%,4%,-6%
CC(=O)c1sc(NC(=O)c2cccc(N3C(=O)CCC3=O)c2)nc1-c1ccccc1,22%,6%,.,.,-11%,0.1,-13%,-3%,.
COc1ccc(NC(=S)Nc2ccccc2Cl)cn1,17%,-7%,-10%,13%,-27%,0.3,-2%,-1%,-1%
O=C(Cc1ccccc1[N+](=O)[O-])NNC(=O)Nc1ccc2c(c1)OCO2,11%,13%,-11%,27%,27%,0.5,-8%,21%,-1%
Cc1ccc(NC(=O)c2cccc(S(=O)(=O)N(C)C3CCCCC3)c2)nc1,10%,-11%,.,.,1%,0.5,-7%,19%,.
COc1cc(C(=O)NCc2nnc(SCC(=O)NCc3ccco3)o2)cc(OC)c1OC,-7%,-6%,0%,-24%,4%,0.4,-25%,14%,-2%
CCOC(=O)c1nc(NCc2ccccc2)c2ccccc2n1,126%[activator],0%,-19%,4%,8%,-0.6,-3%,2%,-7%
CCS(=O)(=O)c1nc(S(=O)(=O)c2ccc(Cl)cc2)c(NCCOC)s1,13%,10%,-6%,-24%,?,-1.2,9%,33%[activator],-2%
CC1CCCC(C)N1C(=O)CSc1nnnn1-c1cccc2c1CCCC2 (stereo not drawn),11%,-6%,?,-9%,0%,0.4,0%,0%,-7%
Clc1ss/c(=N\c2ccccn2)c1Cl,?,-1%,6%,-13%,-43%,-0.1,-9%,-14%,5%
FC(F)(F)c1cc(N2CCOCC2)nc(-c2ccccc2)n1,7%,-4%,2%,-1%,-8%,0.3,-1%,12%,-3%
O=C(O)CC(C(=O)N(c1ccccc1)c1ccccc1)N1CCOCC1 (stereo not drawn),-8%,-4%,-2%,?,?,0.4,-9%,-3%,-9%
CC(=O)c1cccc(OCc2cc(C(=O)N(C)CCc3cnn(C)c3)no2)c1,-9%,2%,-9%,2%,-8%,0.6,-9%,4%,0%
COc1ccccc1CNC(=O)c1cnccn1,?,-4%,-1%,40µM*,0%,-0.5,?,0%,-10%
NC(=S)N/N=C/c1coc2ccc(O)cc2c1=O,19%,-5%,-11%,30%,0%,1.0,-2%,0%,2%
CC(C)(O)C#Cc1ccc(CN2CCCC(CNC(=O)c3ccco3)C2)cc1 (stereo not drawn),23%,2%,-11%,-6%,?,-1.2,-12%,-3%,1%
Cc1ccc2oc(-c3cccc(NC(=O)c4ccc(Br)o4)c3)nc2c1,-5%,5%,-17%,-1%,479%[activator],0.2,-17%,2%,1%
Nc1ccc(O)c2c(=O)cc(-c3ccccc3Cl)oc12,-19%,7%,-24%[110 µM],22µM*,1%,0.3,-11%&-11%,-7%&3%,-4%[75.6 µM]
Cc1cc(C)c2nc(-c3cccc(Cl)c3)c(C)c(C(=O)N3CCOCC3)c2c1,29%,9%,-6%,8%,162%[activator],0.2,-10%,2%,-7%
CC1=CC(=O)[C@H]2C(C)(C)CCC[C@]2(C)[C@@]1(O)CO,-13%,-4%,-8%,70%,-5%,-0.4,-5%,-2%,-3%
N/C(Cc1ccc([N+](=O)[O-])cc1)=N\OC(=O)Cc1ccccc1,-6%,8%,-5%,-18%,-9%,-0.9,-1%,-1%,-2%
Cc1ccc(NC(=O)NCc2nc3ccccc3n2C)cc1,-14%,0%,-2%,6%,-11%,-1.7,4%,23%,1%
CCC(C)c1nc2c(c(N3CCC3=O)c1-c1ccccc1)CCCC2 (stereo not drawn),6%,12%,.,.,-3%,.,11%,.,.
COC(=O)C1=NN[C@H](C(=O)OC(C)(C)C)[C@H]1c1ccccc1,2%,-1%,-9%,34%,-24%,-1.5,-8%,18%,5%
O=C(Nc1ccc2oc(-c3ccccc3)nc2c1)c1cc(-n2cnnc2)ccc1Cl,35µM*,16%,-8%,?,0%,-0.4,-9%,-2%,?
COc1ccc(N2CC(C(=O)NCCc3ccc(Cl)cc3)CC2=O)cc1 (stereo not drawn),87%[activator],-1%,3%,32%,1%,-0.1,-5%,59%[activator],-6%
O=C(Nc1ccccc1)N(C1=NCCC1)c1ccc(OC(F)F)cc1,2%,-4%,-19%,13%,1%,6.2,-4%,18%,-3%

# Part of the list above, with tabs:
structure	Pol iota inh	ERG Ets-DNA blk	Anesthetic bind	POLB inh	12-LOX inh	TRHR agonist	Pol kappa inh	APE1 inh	BLM helicase inh
NC(=S)N/N=C/c1coc2ccc(O)cc2c1=O	19%	-5%	-11%	30%	0%	1.0	-2%	0%	2%
CC(C)(O)C#Cc1ccc(CN2CCCC(CNC(=O)c3ccco3)C2)cc1 (stereo not drawn)	23%	2%	-11%	-6%	?	-1.2	-12%	-3%	1%
Cc1ccc2oc(-c3cccc(NC(=O)c4ccc(Br)o4)c3)nc2c1	-5%	5%	-17%	-1%	479%[activator]	0.2	-17%	2%	1%
Nc1ccc(O)c2c(=O)cc(-c3ccccc3Cl)oc12	-19%	7%	-24%[110 µM]	22µM*	1%	0.3	-11%&-11%	-7%&3%	-4%[75.6 µM]
Cc1cc(C)c2nc(-c3cccc(Cl)c3)c(C)c(C(=O)N3CCOCC3)c2c1	29%	9%	-6%	8%	162%[activator]	0.2	-10%	2%	-7%
CC1=CC(=O)[C@H]2C(C)(C)CCC[C@]2(C)[C@@]1(O)CO	-13%	-4%	-8%	70%	-5%	-0.4	-5%	-2%	-3%
N/C(Cc1ccc([N+](=O)[O-])cc1)=N\OC(=O)Cc1ccccc1	-6%	8%	-5%	-18%	-9%	-0.9	-1%	-1%	-2%
Cc1ccc(NC(=O)NCc2nc3ccccc3n2C)cc1	-14%	0%	-2%	6%	-11%	-1.7	4%	23%	1%
CCC(C)c1nc2c(c(N3CCC3=O)c1-c1ccccc1)CCCC2 (stereo not drawn)	6%	12%	.	.	-3%	.	11%	.	.
COC(=O)C1=NN[C@H](C(=O)OC(C)(C)C)[C@H]1c1ccccc1	2%	-1%	-9%	34%	-24%	-1.5	-8%	18%	5%

# Remaining list, next part.
SMILES,Pol iota inh,ERG Ets-DNA blk,Anesthetic bind,POLB inh,12-LOX inh,TRHR agonist,Pol kappa inh,APE1 inh,BLM helicase inh
CC(OC(=O)c1ccc2c(c1)NC(=O)CS2)C(=O)c1ccc(F)cc1 (stereo not drawn),29%,8%,.,.,-11%,.,1%,0%,.
S=c1[nH]nc(-c2ccco2)n1/N=C/c1ccc(Cl)cc1,9%,-1%,-7%,-1%,?,0.1,-12%,14%,0%
CCN(C(=O)CSc1nnc(Nc2ccccc2)s1)C1CCS(=O)(=O)C1 (stereo not drawn),7%,-1%,2%,-26%,-9%,0.3,-3%,-1%,-2%
COc1cccc(/C=N/NC(=O)CN(C2=NS(=O)(=O)c3ccccc32)c2ccccc2)c1,-2%,-1%,-10%,23%,4%,-0.6,0%,-1%,-4%
CCCc1nnc(NC(=O)Nc2ccccc2Cl)s1,11%,-13%,-17%,-10%,?,-0.3,0%,.,0%
CCC(c1nnnn1CCOC)N(Cc1cc2c(C)cc(C)cc2[nH]c1=O)CC1CCCO1 (stereo not drawn),-10%[58.9 µM],-8%,-9%,0%,?,-0.8,-16%,-1%,4%
Cc1ccc(Nc2nc3ccccc3n3cnnc23)cc1C,36%[activator],14%,-3%,-3%,-9%,-0.4,0%,6%,-1%
COc1ccc(OC)c(/C=C(\C#N)c2nc3ccccc3c(=O)[nH]2)c1,60%[activator],0%,32%[activator],0%,?,-1.7,-30%,.,-20%
O=C(c1c(F)cccc1F)N1CCCC1,11%,-6%,-3%,56%,-19%,1.4,-8%,5%,4%
COc1ccc(C(CC(=O)O)NC(=O)COc2cc(C)ccc2C)cc1OC (stereo not drawn),-9%,1%,-1%,44%,0%,-0.1,-3%,-6%,0%
CC(=O)Nc1cccc(NC(=O)CSc2nc(=O)n3cccc(C)c3n2)c1,37%[activator],7%,.,.,-9%,0.9,-1%,0%,.
C[n+]1cn(Cc2cc(Cl)ccc2OC(F)F)c2ccccc21,50%[activator],3%,-12%,88%,0%,-0.4,-12%,-1%,1%
Cc1c(-c2ccccc2)sc(Br)c1C(=O)N1CCOCC1,20%,-2%,-15%,2%,-20%,0.2,8%,1%,-3%
O=S(=O)(Nc1nc2ccccc2nc1NCc1ccco1)c1cccs1,-2%,?,-9%,0%,-19%[57.4 µM],0.1,-11%,-3%,-5%
O=C(Oc1ccc(C(=S)N2CCOCC2)cc1)c1cccc([N+](=O)[O-])c1,-20%,0%,5%,7%,?,0.1,-9%,23%,-4%
O=C(COc1cc(F)ccc1[N+](=O)[O-])Nc1cccc(Br)c1,12%,-9%,-4%,41%,3%,0.9,-1%,3%,-9%
N#Cc1ccccc1/C=N/Nc1nc(-c2ccccc2)c2cc(Br)ccc2n1,13%,-3%,-14%,?,-21%,0.4,4%,-2%,-3%
COc1ccnc(CSC(N)=Nc2ccc(F)cc2)c1,13%,5%,-4%,-3%,?,3.1,-3%,-1%,-10%

# Screens from PubChem BioAssay.

# The list is partial; count on the stated rates, not on these rows.
